APOBEC3A inh = blocks human APOBEC3A ssDNA deamination. P31941. recombinant A3A, FAM/TAMRA ssDNA deamination fluorescence. inhibition, % at 20 µM. actives 0.41% (n = 330,000);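 active = at least 40% inhibition at 20 µM here, with at most 30% in a related deaminase screen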;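 also: plate controls were A3A with DMSO for no effect and wells lacking A3A enzyme for full effect; some results filed as inactive read as strong as hits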
Target sequence (P31941 whole entry, looked up): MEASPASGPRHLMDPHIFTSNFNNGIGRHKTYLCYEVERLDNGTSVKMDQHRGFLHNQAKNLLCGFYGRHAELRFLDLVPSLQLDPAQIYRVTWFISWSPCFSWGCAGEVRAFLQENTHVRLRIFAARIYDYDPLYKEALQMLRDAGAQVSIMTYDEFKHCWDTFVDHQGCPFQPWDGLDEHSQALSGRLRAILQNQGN
mIAP block = mouse IAP inhibition | purified mouse IAP, CDP-Star luminescence, 30 min | inhibition, % at 10 µM | actives 0.2% (n = 330,000) | AID 2806;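 active = inhibition of at least 40% at 10 µM in the primary screen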;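 also: plate controls were DMSO with enzyme for no effect and no enzyme wells for full effect; values of inactives mirror those of a sister screen read the other way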
SENP1 FRET inh = SENP1 (human) catalytic domain inhibition; Q9P0U3; recombinant SENP1 catalytic domain, CyPet-SUMO1-YPet FRET cleavage; inhibition, % at 10 µM; actives 0.21% (n = 360,000); AID 624204;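 active = inhibition at least 30% at 10 µM, raw YFP signal under a set limit, fluorescence ratio 0.5 to 1.5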;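 also: 0% = enzyme with DMSO and 100% = no enzyme wells; some results filed as inactive read as strong as hits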
Target sequence (Q9P0U3 419-644 limits assumed): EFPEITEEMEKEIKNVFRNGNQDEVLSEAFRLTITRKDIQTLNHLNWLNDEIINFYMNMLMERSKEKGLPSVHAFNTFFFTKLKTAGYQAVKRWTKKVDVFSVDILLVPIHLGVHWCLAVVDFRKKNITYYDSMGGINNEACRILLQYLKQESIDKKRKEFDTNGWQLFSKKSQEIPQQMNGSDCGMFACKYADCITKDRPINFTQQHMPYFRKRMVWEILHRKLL
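Material: hSENP1 catalytic domain, recombinant; medium: Tris pH 8 with BME, BSA, NP40 and catalase; compound: single concentration of 10 µM compound, 0.5% DMSO final; technique: FRET read of cyan and yellow fluorescence; timing: 50 min enzyme reaction, room temperature, light-protected; reagent: SFCypet-SUMO1-SFYpet substrate at 25 nM; control set: no-enzyme low, enzyme-DMSO high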
mIAP activ = increases mouse intestinal alkaline phosphatase activity | actives 0.24% (n = 330,000) | muIAP, CDP-Star luminescence, 30 min; active compounds read high; 1 = vehicle-only enzyme signal, 0 = enzyme-free wells | activation factor at 10 µM;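 active = activation factor of at least 2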; also: the source names both 10 and 20 µM as test concentration; values of inactives mirror those of a sister screen read the other way
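Assay system: mouse IAP enzyme / Compound: DMSO-dissolved test compounds / Timing: 30 min, room temperature / Measured by: luminescence from enzymatic CDP-Star hydrolysis / Control set: DMSO-only wells, enzyme-free buffer wells as negative control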
hIAP act = increases human intestinal alkaline phosphatase activity; purified human IAP, CDP-Star luminescence, 30 min; active compounds read high; 1 = vehicle-only enzyme, 0 = enzyme-free background; actives 0.16% (n = 330,000); activation factor at 10 µM; P09923;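 active = activation factor of the enzyme at least 2-fold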; also: the source names both 10 and 20 µM as test concentration; values of inactives mirror those of a sister screen read the other way
NALP3 yeast inh = inhibitors of NALP3 inflammasome in yeast; Yeast reconstituted NLRP3/ASC/caspase-1, beta-gal luminescence, 24 h; inhibition, % at 10 µM; actives 0.39% (n = 330,000);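 active = inhibition of 50% or more; inactive = inhibition below 50%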;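 also: plate controls were induced DMSO wells for no effect and uninduced yeast grown without galactose for full effect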
MIN6 prolif = inducers of beta-cell replication in MIN6 cells. actives 0.29% (n = 330,000). proliferation, % at 10 µM. MIN6 cells proliferation, ATPlite luminescence, 48 h; cells starved in 0.2% serum; 100% = growth in 10% serum;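 active = compounds whose signal lies at least 3.5 SD above the mean of all wells on their plate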;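 also: 0% = DMSO-treated cells in low-serum medium and 100% = 10% serum control; some compounds called inactive have numbers as strong as hits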
hIAP block = human IAP inhibition | P09923 | purified IAP, CDP-Star luminescence, 30 min | inhibition, % at 10 µM | actives 0.12% (n = 330,000);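 active = inhibition reaching a set limit with compound at 10 µM in the primary screen, cut at about 35% in these data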;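 also: plate controls were DMSO wells with enzyme for no effect and no-enzyme buffer wells for full effect; values of inactives mirror those of a sister screen read the other way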
A3G deaminase = blocks human APOBEC3G single-stranded DNA deamination. recombinant A3G, ssDNA deamination FAM/TAMRA fluorescence. inhibition, % at 20 µM. actives 0.28% (n = 330,000);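 active = inhibition of at least 40% at 20 µM, with no more than 30% in the related APOBEC3A deaminase screen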;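 also: plate controls were DMSO wells with A3G for no effect and wells lacking A3G enzyme for full effect; some compounds called inactive have numbers as strong as hits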
Target sequence (Q9HC16 whole entry, looked up): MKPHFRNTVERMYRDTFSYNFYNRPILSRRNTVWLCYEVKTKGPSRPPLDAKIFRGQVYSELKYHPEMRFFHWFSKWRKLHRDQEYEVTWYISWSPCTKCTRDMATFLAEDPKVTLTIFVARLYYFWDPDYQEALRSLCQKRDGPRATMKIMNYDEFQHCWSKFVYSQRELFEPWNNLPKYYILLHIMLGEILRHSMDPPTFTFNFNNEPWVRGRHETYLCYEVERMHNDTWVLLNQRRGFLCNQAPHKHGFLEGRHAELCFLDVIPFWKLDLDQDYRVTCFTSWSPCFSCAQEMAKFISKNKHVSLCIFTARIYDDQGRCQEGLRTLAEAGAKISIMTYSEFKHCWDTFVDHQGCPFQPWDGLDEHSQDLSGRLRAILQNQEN
Active calls of the source: *. The list is partial; the hit share may differ from the screen's.

canonical_smiles	APOBEC3A inh	mIAP block	SENP1 FRET inh	mIAP activ	hIAP act	NALP3 yeast inh	MIN6 prolif	hIAP block	A3G deaminase
Cc1ccccc1NC(=O)NCCCN1CCN(C2CCCCC2)CC1	-3	-1	1	1	1	7	-1	-3	-4
COc1ccc2c(c1)C(SCC(=O)NCc1ccccc1)CC(C)(C)O2 (configuration not stated)	-3	-1	1	1	0.95	0	0	5	-2
O=C(CC1Sc2ccccc2NC1=O)c1ccc(Br)cc1 (configuration not stated)	0	-6	2	1.1	1.2	19	0	-17	-4
CCCNS(=O)(=O)c1ccc(NC(=O)c2ccccn2)cc1	-3	-4	1	1	1	0	3	-3	-7
CCOC(=O)c1ccc(NC(=O)Cn2c(-c3nonc3N)nc3ccccc32)cc1	-6	-11	-31	1.1	1	9	2	-3	-7
CCN1CCN(CC(O)COc2ccc3c(c2)CCC3)CC1 (configuration not stated)	32	-6	-1	1.1	0.93	12	0	7	-2
CCC(CC)c1nnc(NC(=O)CCNC(=O)c2ccccc2Cl)s1	-9	-15	1	1.1	1	-20	-4	-3	-6
COc1ccc(CN2CCC(CO)(CCOc3ccccc3)CC2)cc1C	1	3	2	0.97	1.3	22	-5	-28	-5
Clc1ccccc1N=C1NN=C(c2cccs2)CS1	3	11	2	0.89	0.91	52*	-5	10	-2
CC1(c2nnc(-c3ccncc3)o2)CC(c2ccccc2)=NO1 (configuration not stated)	-1	-5	0	1.1	1.1	2	0	-6	-17
COc1ccccc1CNC(=O)c1oc2ccc(S(=O)(=O)N3CCCC3)cc2c1C	1	0	-4	1	1.2	9	-1	-17	-7
O=c1ccn(CCOc2ccc(Cl)cc2)c(=O)[nH]1	3	26	-1	0.74	1.1	-7	-2	-8	1
CC(C)(C)C1CCC(=NNC(=O)C(=O)NCc2ccco2)CC1 (configuration not stated)	25	-3	2	1	1.2	-9	2	-20	27
CC(OC(=O)Nc1cccc(Cl)c1)C(=O)O (configuration not stated)	-2	2	0	0.98	1.1	14	-3	-6	-1
CC1=C(C(=O)Nc2ccc(C)cc2C)C(c2ccc(C)o2)NC(=S)N1 (configuration not stated)	-1	1	-1	0.99	0.9	-1	0	10	1
O=C(NCC1CCCCC1)c1cccnc1Cl	2	-2	1	1	1.1	20	-2	-9	-2
CCCC(=O)N(c1ccc2oc(C)c(C(C)=O)c2c1)S(=O)(=O)c1ccc(C)c([N+](=O)[O-])c1	-2	9	1	0.91	1.1	13	-2	-5	-2
O=C(CSc1ccccc1)Nc1ccc2c(c1)C(=O)NC2=O	-2	4	2	0.96	1.1	3	-1	-12	-5
CCCC(=O)Nc1ccc2nn(-c3ccc(OC)cc3)nc2c1	-1	7	-3	0.93	0.74	27	-2	26	1
COc1ccc(-c2nc(-c3ccc(Br)cc3)no2)c(OC)c1	-1	17	-2	0.83	0.7	-4	-1	30	-7
CC(Sc1nc(NCc2ccccc2)nc(N(C)C)n1)C(=O)Nc1ccccc1 (configuration not stated)	-1	-97	0	2	0.85	12	-5	15	-7
Cn1ccnc1SCC(=O)c1ccc(O)cc1	2	6	1	0.94	0.92	-13	-1	8	-5
Cc1ccc(S(=O)(=O)N2CCOCC2)cc1NC(=O)CN1CCN(C)CC1	-2	3	1	0.97	1	20	4	-2	-5
CC(C)C(=O)NC(=S)Nc1ccc(S(=O)(=O)Nc2nccs2)cc1	-3	4	1	0.96	0.96	13	-4	4	-4
O=C(CN1CCN(c2ccccn2)CC1)Nc1cccc(Br)c1	9	-1	2	1	1.1	28	3	-14	-3
COc1ccc(CCN(C)C/C=C/c2ccccc2[N+](=O)[O-])cc1OC	-2	-5	1	1	1.1	10	0	-13	-4
CC(C)[C@H](NC(=O)c1ccccc1F)C(=O)Nc1ccc(F)c(F)c1	2	-9	1	1.1	1.1	13	0	-8	2
CCOc1ccc(C(=O)NCC(=O)N2CCC(C)CC2)cc1OCC	-3	-11	4	1.1	0.92	7	-1	8	-7
COC(=O)c1[nH]c2ccc(F)cc2c1NC(=O)CCN1CC(C)OC(C)C1 (configuration not stated)	-3	11	1	0.89	1	-5	0	-3	-5
COC(=O)c1ccccc1NC(=O)CN1CCCCCC1	-2	0	1	1	1.2	15	1	-16	-2

Some entries already given, showing only MIN6 prolif and hIAP act:
| Structure | MIN6 prolif | hIAP act |
| --- | --- | --- |
| Cc1ccc(S(=O)(=O)N2CCOCC2)cc1NC(=O)CN1CCN(C)CC1 | 4 | 1 |
| CC(C)C(=O)NC(=S)Nc1ccc(S(=O)(=O)Nc2nccs2)cc1 | -4 | 0.96 |

Other entries:
canonical_smiles	APOBEC3A inh	mIAP block	SENP1 FRET inh	mIAP activ	hIAP act	NALP3 yeast inh	MIN6 prolif	hIAP block	A3G deaminase
O=C(Nc1ccc(Cl)c(Cl)c1)Nc1ccccc1NS(=O)(=O)c1cccs1	-3	16	1	0.84	0.79	5	-6	21	-5
COC(=O)[C@]1(Cc2ccccc2)N[C@H](c2ccc(-c3ccc(F)cc3)cc2)[C@@H]2C(=O)N(C)C(=O)[C@@H]21	0	3	-5	0.97	1.1	16	-7	-8	-4
CN(CC(=O)Nc1cccc(F)c1)CC(=O)Nc1cc(S(=O)(=O)N2CCOCC2)ccc1Cl	-3	-21	-2	1.2	1.8	12	-5	-77	-11
CCN(CC)c1ccc(C(=O)O)cc1	-4	-1	2	1	1.1	-19	-1	-10	-4
N#Cc1ccccc1OCCOCCNC1CCCC1	2	1	-2	0.99	0.96	20	-3	4	3
COc1ccc(OC)c(-c2csc(N(CC3CCCO3)C(=O)Cc3ccccc3)n2)c1 (configuration not stated)	-2	9	2	0.91	0.97	11	-2	3	-8
Cc1ccc(CSC2=NCCN2C(=O)C(C)Oc2ccccc2)cc1 (configuration not stated)	3	5	1	0.95	0.97	19	-4	3	-13
CCOC(=O)/C(C#N)=C/Nc1cc(C(=O)OCC)cc2c(OC)c(OC)ccc12	-1	2	-70	0.97	0.86	6	-2	14	-4
O=C(Nc1ccc(O)c2c(=O)cc(-c3ccccc3Cl)oc12)c1ccc(Cl)c(Cl)c1	-4	29	0	0.71	0.88	10	-7	12	-12
C[C@]12c3[nH]c4ccccc4c3CCN1C(=O)C(CC(=O)NCCc1ccccn1)C[C@@H]2C(=O)N1CCCCC1 (some centres not stated)	0	7	-6	0.93	0.87	10	2	13	1
COc1ccc(-c2ccc3c(c2)S(=O)(=O)c2cccc(C(=O)O)c2C3=O)cc1OC	4	-16	3	1.2	1.3	16	3	-28	-4
CC(C)CC(=O)NCc1ccc(F)cc1	0	3	1	0.97	0.97	-1	-1	3	1
Cc1cc(-c2[nH]nc3c2C(c2cccc(O)c2)C(C#N)=C(N)O3)c(C)s1 (configuration not stated)	-2	12	-1	0.88	1.2	-4	-1	-22	-6
Cc1sc2ncnc(N(C)C3CCCCC3)c2c1C	-4	1	-3	0.99	1.2	-7	0	-17	1
CCN(CC)CCC(c1ccc(N(C)C)cc1)c1c(O)cc(OC)cc1OC (configuration not stated)	-8	-8	-1	1.1	1.1	9	-4	-12	-15
CN(c1ccc(C(=O)Nc2cccnc2)cc1)S(=O)(=O)c1ccccc1	52*	3	0	0.97	0.95	8	0.0*	5	2
CCOc1cc(CN2CCCC(CNC(=O)c3ccc(F)cc3)C2)ccc1OC (configuration not stated)	1	-9	1	1.1	0.92	7	3	8	-5
CSc1ccccc1C(=O)N1CCOCC1	-19	4	1	0.96	0.99	-2	1	1	-7
CCOc1cc(C(=O)NCC(=O)N2CCC3(CC2)NCCc2[nH]cnc23)cc(OCC)c1OCC	-6	5	1	0.95	1	24	4	-2	-5
CN(C)c1ccc(NC(=O)CN2CCC(N3CCCCC3)CC2)cc1	-2	0	1	1	0.95	-10	4	5	-2
COc1ccc(S(=O)(=O)N2CCC(C(=O)N3CCOCC3)CC2)cc1	-3	-2	2	1	1.1	8	-1	-15	-4
COc1ccc(C(=O)Nc2c(-c3ccccc3)nc3ccccn23)c(OC)c1	5	-8	3	1.1	0.92	8	-1	8	-1
O=[N+]([O-])c1ccccc1/C=C/CN1CCCCC1CO (configuration not stated)	-4	2	2	0.98	1.2	11	-2	-21	-8
C=CC[C@H](CC(=O)NCCO)C(=O)N[C@H](C)COC(=O)[C@@H](CC=C)Cc1ccc(F)cc1	1	0	2	0.99	0.98	13	1	2	0
Cc1ccc(S(=O)(=O)c2cc(Nc3ccccc3)ccc2O)cc1	6	2	-2	0.98	1.1	21	-8	-8	10
CC(C)CN(C(=O)CN(C)C(=O)c1ccco1)c1c(N)n(CC(C)C)c(=O)[nH]c1=O	23	-4	1	1	1.1	-6	0	-5	0
O=C(Cc1c(F)cccc1Cl)NNC(=O)c1ccccc1Cl	-5	4	2	0.96	0.84	13	2	16	-10
CCn1cc(C(=O)N[C@@H](CCSC)C(=O)NCCOC)c(=O)c2cc3c(cc21)OCO3	6	8	-2	0.93	1.1	-4	-1	-8	-5
COC(=O)c1ccccc1NC(=O)C1(S(=O)(=O)c2ccc(Cl)cc2)CC1	-6	8	-1	0.92	0.95	7	-1	5	-4
COc1cc(C(=O)Nc2ccc3nc4n(c(=O)c3c2)CCCC4)ccc1Br	-4	10	-1	0.91	0.89	12	-1	11	-7
CCCN(CCC)CCNS(=O)(=O)c1ccc2c(c1)CCN2C(=O)C1CCC1	-2	-10	1	1.1	1.1	9	-4	-6	-3
CSc1nc2nc3c(cc2c(=O)n1-c1ccccc1C)COC(C)(C)C3	-3	4	3	0.96	1.2	2	-2	-16	-5
COc1ccccc1C(=O)NNC(=O)C12CC3CC(CC(C3)C1)C2	5	-6	-2	1.1	1.2	15	0	-15	0
CC(Sc1ccccc1)C(=O)Nc1ccc(S(=O)(=O)N2CCOCC2)cc1 (configuration not stated)	0	-11	2	1.1	0.98	6	0	2	1
CC(C)C(NS(=O)(=O)c1cccs1)C(=O)N1CCC(C(N)=O)CC1 (configuration not stated)	3	6	1	0.94	1.1	6	-2	-9	-5
CC(C)[C@H](NC(=O)Nc1ccccc1F)C(=O)O	-6	1	-2	0.99	1.1	6	-4	-6	0
CC(=O)N1CC(C)Sc2ccc(S(=O)(=O)NCCc3ccccc3)cc21 (configuration not stated)	-1	4	1	0.95	0.77	2	-5	23	3
C=CCn1c(C)cc(C(=O)COc2ccc(N(C)S(=O)(=O)c3ccc(NC(C)=O)cc3)cc2)c1C	-2	1	0	0.99	0.98	0	-6	2	-4
c1ccc(NCc2ccccn2)cc1	-5	10	0	0.9	1	1	-2	-2	-5
COc1ccc2c(c1)CC/C(=C\C=C\c1ccccc1OC)C2=O	0	8	-9	0.92	1.1	10	-4	-6	-4

One compound at a time, from the list above. Values in the order: APOBEC3A inh	mIAP block	SENP1 FRET inh	mIAP activ	hIAP act	NALP3 yeast inh	MIN6 prolif	hIAP block	A3G deaminase
`CC(C)C(NS(=O)(=O)c1cccs1)C(=O)N1CCC(C(N)=O)CC1` (configuration not stated) as listed: 3	6	1	0.94	1.1	6	-2	-9	-5
`c1ccc(NCc2ccccn2)cc1` as listed: -5	10	0	0.9	1	1	-2	-2	-5

Bioassay records as filed in PubChem.
